DENV2 CPE rescue – protects cells from dengue virus 2 cytopathic effect; DENV2-infected cells, cytopathic effect rescue, plate reader; CPE inhibition, % at 9.99 µM; 1.7% of 350,000 active; AID 651640; in the data active = CPE inhibition above about 20%, passing the limit was not always enough; tested in BHK-21 cells;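 also: 0% = median of neutral control wells and 100% = median of positive control wells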
LGR2 antag – Drosophila LGR2 receptor signaling inhibition; AID 720647; 0.35% of 380,000 active; inhibition, % at 9.99 µM; HEK293 LGR2, CRE-luciferase, bursicon-stimulated, 4 h;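 active = drop in luminescence signal, shown as inhibition above about 50% in the replicate tests, limit read from the data, passing the limit was not always enough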;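 also: agonist challenge used bursicon conditioned medium at about half maximal strength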
CASP6 VEID inh – blocks human caspase-6 cleavage activity; P55212; purified caspase-6, Z-VEID-R110 cleavage fluorescence; inhibition, % at 12.5 µM; 0.53% of 350,000 active; AID 686996;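 active = mean inhibition across replicates at least about 35%, with every replicate also reaching that limit, limit read from the data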;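 also: 0% = median of neutral control wells and 100% = no fluorescence left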
Target sequence (P55212 24-179 limits assumed): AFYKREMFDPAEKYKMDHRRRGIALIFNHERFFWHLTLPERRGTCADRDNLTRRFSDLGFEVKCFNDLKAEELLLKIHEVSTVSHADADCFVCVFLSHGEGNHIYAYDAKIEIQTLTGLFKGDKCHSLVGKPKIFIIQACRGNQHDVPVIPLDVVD
Target sequence (P55212 194-293 limits assumed): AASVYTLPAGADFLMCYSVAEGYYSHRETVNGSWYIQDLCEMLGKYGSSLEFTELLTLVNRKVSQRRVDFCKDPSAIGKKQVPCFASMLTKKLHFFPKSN
EWS-Fli block – inhibitors of EWS/Fli oncoprotein transcriptional activity; 0.67% of 350,000 active; inhibition, % at 12.6 µM; A673 NR0B1-luciferase reporter, viability-normalised; AID 651661;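 active = mean inhibition of at least 50% after viability correction, with every replicate also passing that limit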;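 also: firefly luciferase signal divided by Alamar Blue viability fluorescence both relative to DMSO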
ARNT-TACC3 inh – ARNT/TACC3 interaction disruption; AlphaScreen His-ARNT PAS-B/GST-TACC3 binding, luminescence; TACC3 fragment carries E629A point mutation; inhibition, % at 9.99 µM; 0.66% of 390,000 active;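 active = mean inhibition of replicates at least 50% and at least half of replicates each reaching 50%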;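 also: 0% = complete ARNT plus TACC3 wells and 100% = ARNT alone without TACC3; many hits fall short of the cut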
PAX8 reporter – PAX8 transcriptional activity inhibition. RMG-I TPO-luciferase reporter, SteadyGlo, 24 h. inhibition, % at 12.6 µM. 1.2% of 360,000 active. AID 652154;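 active = mean replicate inhibition at least 60% with every replicate also reaching 60%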;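 also: luciferase light reporting Pax8 driven TPO promoter activity; plate controls were median of neutral control wells for no effect and mitoxantrone controls for full effect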
SIRT5 inh – blocks human SIRT5 desuccinylation of peptide; Q9NXA8; AID 652115; 1.1% of 330,000 active; Purified SirT5, succinyl-peptide AMC, trypsin-coupled fluorescence; inhibition, % at 15 µM; in the data active = inhibition above about 15%
Target sequence (Q9NXA8 whole entry, looked up): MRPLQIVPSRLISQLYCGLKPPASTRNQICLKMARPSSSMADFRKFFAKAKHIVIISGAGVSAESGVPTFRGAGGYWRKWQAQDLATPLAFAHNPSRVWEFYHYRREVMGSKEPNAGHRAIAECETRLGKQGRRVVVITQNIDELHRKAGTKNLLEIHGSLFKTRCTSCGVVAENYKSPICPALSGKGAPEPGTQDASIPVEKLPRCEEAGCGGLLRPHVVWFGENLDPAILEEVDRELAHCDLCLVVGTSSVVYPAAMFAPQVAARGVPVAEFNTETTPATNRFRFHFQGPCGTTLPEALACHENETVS
Starred values were filed as active, the others as inactive; x = no result given.

Values run as follows: DENV2 CPE rescue | LGR2 antag | CASP6 VEID inh | EWS-Fli block | ARNT-TACC3 inh | PAX8 reporter | SIRT5 inh
COc1ccc(NC(C(=O)Nc2cccc(C(C)=O)c2)c2ccccc2)cc1 (stereo unspecified)
  x | -10.3 | x | x | 0.8 | 0.8 | x
C/C(=N\NC(=O)c1cccc(S(=O)(=O)N2CCOCC2)c1)c1ccc(C#N)cc1
  -1.1 | -5.1 | 0.8 | x | -1.7 | -10.0 | 3.3
CC1CCCC(NC(=O)C2N(CCCN3CCCC3)C(=O)C3C(C(=O)Nc4cccc(Cl)c4)C4C=CC32O4)C1C (stereo unspecified)
  -1.7 | -9.4 | -10.0 | 12.3 | -7.7 | -3.2 | -1.0
CCOC(=O)c1c(N)c2cc([N+](=O)[O-])cnc2n1C
  3.2 | -10.0 | -0.5 | -2.9 | x | -19.1 | -1.7
Cc1ccc(N2CCN(c3cc(C)nc4nc(C)nn34)CC2)c(C)c1
  15.0 | 15.9 | 2.2 | 1.1 | 2.9 | 0.7 | -2.8
COc1cccc(NC(=O)CN(C)C(C)C(=O)Nc2ccc(S(=O)(=O)N3CCOCC3)cc2)c1 (stereo unspecified)
  11.7 | -12.4 | -0.1 | 11.4 | -0.4 | 10.3 | -1.5
COc1ccccc1N1CCN(S(=O)(=O)CCNC(=O)c2ccc(OC(C)C)cc2)CC1
  -0.9 | -15.7 | -2.4 | x | -8.9 | 14.5 | -1.2
Cc1ccc(CNC(=O)Nc2ccc(C)cc2)cc1
  0.3 | -9.0 | -2.6 | -35.0 | -1.3 | -25.9 | -1.7
O=C(NC1CCCCC1)C(c1cc2ccccc2o1)n1c(=O)c(-c2ccco2)nc2ccccc21 (stereo unspecified)
  -17.3 | -30.0 | 0.7 | -39.4 | x | 8.9 | -1.7
C/C=C/c1ccc2c(c1)O[C@H](CN(C)C(=O)Cc1cccnc1)[C@@H](C)CN([C@H](C)CO)S2(=O)=O
  x | -5.0 | x | 11.2 | x | 16.0 | x

Entries above with an aryl methoxy group (three):
Values run as follows: DENV2 CPE rescue | LGR2 antag | CASP6 VEID inh | EWS-Fli block | ARNT-TACC3 inh | PAX8 reporter | SIRT5 inh
COc1ccc(NC(C(=O)Nc2cccc(C(C)=O)c2)c2ccccc2)cc1 (stereo unspecified)
  x | -10.3 | x | x | 0.8 | 0.8 | x
COc1cccc(NC(=O)CN(C)C(C)C(=O)Nc2ccc(S(=O)(=O)N3CCOCC3)cc2)c1 (stereo unspecified)
  11.7 | -12.4 | -0.1 | 11.4 | -0.4 | 10.3 | -1.5
COc1ccccc1N1CCN(S(=O)(=O)CCNC(=O)c2ccc(OC(C)C)cc2)CC1
  -0.9 | -15.7 | -2.4 | x | -8.9 | 14.5 | -1.2

The list goes on.
Values run as follows: DENV2 CPE rescue | LGR2 antag | CASP6 VEID inh | EWS-Fli block | ARNT-TACC3 inh | PAX8 reporter | SIRT5 inh
O=c1c(-c2ccccc2)nnc2sc(COc3ccc(Br)cc3)nn12
  -5.1 | 13.4 | -4.4 | 5.5 | 6.6 | -14.6 | -1.4
COc1ccc(C(=O)NCCn2cc(SCC(=O)N3CCOCC3)c3ccccc32)cc1
  x | -16.3 | 0.0 | x | -1.6 | x | -2.1
C[C@H](CO)N1C[C@H](C)[C@@H](CN(C)C(=O)C2CCCCC2)OCCCC[C@H](C)Oc2ccc(NC(=O)CCCN(C)C)cc2C1=O
  15.7 | 12.5 | x | 1.0 | 2.4 | -2.5 | x
Cc1ccc(C(=O)NNC(=O)c2ccc(Br)s2)cc1S(=O)(=O)N1CCOCC1
  0.7 | 8.9 | 1.6 | 6.2 | 4.8 | -1.4 | -3.0
Cc1ccc(NC(=O)C=NOCC(=O)Nc2cc(C)cc(C)c2)cc1
  -0.1 | 7.7 | 2.3 | 1.9 | x | -1.2 | -1.6
COc1ccc2c(c1)CCCC21NC(=O)N(CC(=O)c2cc(F)ccc2F)C1=O (stereo unspecified)
  -7.8 | -5.2 | -3.2 | -1.7 | -3.6 | 10.7 | 0.2
O=C(Nc1cc(F)ccc1F)N[C@H]1CC[C@H](CC(=O)N2CCc3ccccc3C2)O[C@@H]1CO
  -2.2 | 17.4 | -2.5 | 6.3 | -0.5 | 7.6 | -3.5
CCN(C(=O)COC(=O)c1cc([N+](=O)[O-])ccc1N1CCOCC1)c1ccccc1
  1.9 | x | 6.1 | 8.4 | -4.3 | 1.3 | 2.8
Cc1ccc(N(CC(=O)NC2CCCCC2)C(=O)CNC(=O)c2ccco2)cc1C
  19.4 | 0.5 | 1.6 | -5.7 | 1.7 | 4.2 | 3.8
Cc1ccc(S(=O)(=O)NCC[C@H]2CC[C@H](NC(=O)CC3CC3)[C@H](CO)O2)cc1
  -0.8 | -13.8 | 0.4 | -4.3 | -1.8 | -2.0 | -1.0

Remaining list, next part.
Values run as follows: DENV2 CPE rescue | LGR2 antag | CASP6 VEID inh | EWS-Fli block | ARNT-TACC3 inh | PAX8 reporter | SIRT5 inh
O=C(c1cccc(S(=O)(=O)N2CCCC2)c1)N1CCCc2ccccc21
  -1.7 | 2.1 | 1.3 | -6.0 | 2.2 | 6.9 | x
O=c1ccc(-c2ccccc2)n[nH]1
  x | -8.9 | -0.5 | 3.2 | -2.2 | x | 21.2*
Cc1cc(Cl)ccc1OCCCC(=O)NNC(=O)c1ccccc1O
  2.2 | 12.2 | 17.9 | 11.7 | 0.9 | 33.5 | -2.5
O=C(NCc1ccco1)c1sc2cc(F)ccc2c1Cl
  x | -59.9 | -1.5 | x | -6.1 | x | x
C[C@@H]1CCCCO[C@@H](CN(C)S(=O)(=O)c2ccc(Cl)cc2)[C@@H](C)CN([C@@H](C)CO)C(=O)c2cc(NS(=O)(=O)c3ccc(F)cc3)ccc2O1
  10.7 | 4.1 | -2.6 | 3.0 | 0.9 | 50.9 | -1.2
COc1ccc(CN(C)C[C@H]2OCCCC[C@@H](C)Oc3ccc(NC(=O)Nc4ccc5c(c4)OCO5)cc3C(=O)N([C@H](C)CO)C[C@H]2C)cc1
  10.2 | -4.0 | -5.7 | 12.2 | 20.3 | -39.7 | 5.3
Cc1nc2c(Cl)cccc2c2c1CC(CBr)O2 (stereo unspecified)
  -0.3 | 1.3 | 0.9 | 1.8 | -18.6 | 4.6 | -0.1
O=C(NC1CCCCCC1)c1cc(=O)[nH]c2ccc(S(=O)(=O)N3CCOCC3)cc12
  2.5 | 2.5 | -0.4 | 7.4 | -0.7 | 8.0 | -4.3
COc1ccc(CNC(=O)c2c(-c3c(F)cccc3Cl)noc2C)cc1
  0.5 | 7.8 | -0.4 | -0.1 | -13.9 | -16.2 | -9.5
O=C(COc1ccc2c3c(c(=O)oc2c1)CCC3)NCC1CCC(C(=O)O)CC1 (stereo unspecified)
  2.4 | -1.6 | 12.0 | 0.5 | -3.6 | -22.7 | -3.2

Additional entries follow.
Values run as follows: DENV2 CPE rescue | LGR2 antag | CASP6 VEID inh | EWS-Fli block | ARNT-TACC3 inh | PAX8 reporter | SIRT5 inh
O=C(Nc1ccc([N+](=O)[O-])cc1)N1CCCCCC1
  -0.4 | -9.4 | 2.6 | -39.8 | x | -27.6 | 1.3
CC1(OC(=O)C2CCCC2)C(=O)C=C2C=C(c3ccsc3)N(C(CO)CO)C=C2C1=O (stereo unspecified)
  x | -36.4 | 33.8 | -3.4 | 20.3 | 13.0 | 2.7
COc1ccc(NC(=O)c2ccccc2SC)c(OC)c1
  -8.7 | -10.9 | -2.8 | -6.2 | -0.8 | 4.5 | 5.1
O=C(O)c1ccc(S(=O)(=O)N(Cc2ccccc2)Cc2ccccc2)cc1
  15.9 | -3.2 | -2.2 | 10.5 | -0.9 | 19.3 | -6.2
CC(C)c1csc(CN2CCN(Cc3ccccc3)C(CCO)C2)n1 (stereo unspecified)
  1.4 | 5.4 | -0.5 | -3.0 | 2.4 | 0.2 | 4.0
O=S(=O)(Nc1ccc(C(O)(C(F)(F)F)C(F)(F)F)cc1)c1cccc2ccccc12
  2.1 | -5.4 | -0.3 | 12.6 | x | 4.8 | -1.4
COc1ccc(NC(=O)c2cccc(N3C(=O)C4C5C=CC(C5)C4C3=O)c2)cc1Cl (stereo unspecified)
  8.3 | 14.2 | 0.6 | 1.5 | -8.9 | 26.2 | 1.3
Nc1ccnn1-c1ccccc1
  6.9 | 8.6 | -1.9 | 8.9 | -4.9 | -19.8 | -4.0
CN(CCc1ccccc1)C(=O)c1cccc(NC(=O)Cc2cccc(NC(=O)C3CCN(C(=O)C4CC4)CC3)c2)c1
  -13.3 | 8.3 | 0.8 | 2.6 | -3.9 | -10.9 | -2.8
O=C(NNS(=O)(=O)c1ccccc1[N+](=O)[O-])c1ccccc1[N+](=O)[O-]
  -13.3 | -12.1 | -0.6 | -2.0 | -7.1 | 32.2 | -1.6

Additional entries:
Values run as follows: DENV2 CPE rescue | LGR2 antag | CASP6 VEID inh | EWS-Fli block | ARNT-TACC3 inh | PAX8 reporter | SIRT5 inh
CO[C@@H]1CN(C)C(=O)c2cc(NC(C)=O)ccc2OC[C@H](C)N(Cc2ccccn2)C[C@@H]1C
  12.3 | 29.8 | 1.7 | -9.7 | -1.0 | x | -1.9
Cc1cc(C(=O)COC(=O)c2ccc(Br)o2)c(C)n1C
  0.8 | -68.4 | 1.6 | -4.5 | -2.9 | -138.6 | 3.9
C=COCCNC(=S)N1CCOCCOCCN(C(=S)NCCOC=C)CCOCCOCC1
  x | 25.3 | -4.9 | -1.1 | 39.4 | -6.8 | 8.9
COc1cccc(N2CC(C(=O)Nc3nnc(SCC(=O)N4CCCC4)s3)CC2=O)c1 (stereo unspecified)
  0.5 | -10.2 | 4.4 | 3.2 | 3.0 | x | 17.0*
C=CCn1c(SCC(=O)NC2CCS(=O)(=O)C2)nnc1-c1ccncc1 (stereo unspecified)
  -2.5 | 15.0 | -2.3 | 2.8 | 0.6 | -5.0 | -1.4
CCOc1ccc(NS(=O)(=O)c2ccc3[nH]c(=O)oc3c2)cc1
  7.9 | -10.3 | 1.7 | 0.3 | -5.3 | 2.7 | -2.4
OCCCNC(=S)Nc1ccc2nccnc2c1
  -0.5 | 4.0 | 4.6 | 4.3 | 40.9 | -16.6 | -3.9
S=C(c1c[nH]c2ccccc12)N1CCCC1
  1.0 | -9.6 | 0.7 | 0.8 | 3.7 | -7.1 | 7.4
Cn1cnc(S(=O)(=O)N2C[C@@H](O)COC[C@H]3O[C@@H](CC(=O)NCc4ccc(F)cc4)CC[C@@H]32)c1
  -6.3 | -10.5 | -1.9 | -2.8 | -3.5 | -2.5 | 1.1
COc1ccccc1-n1c(SCC(=O)Nc2ccc(F)cc2)nc2c(c1=O)SCC2
  -1.1 | -8.8 | 1.1 | 5.1 | 5.7 | 8.5 | 10.3

Following part:
Values run as follows: DENV2 CPE rescue | LGR2 antag | CASP6 VEID inh | EWS-Fli block | ARNT-TACC3 inh | PAX8 reporter | SIRT5 inh
CC(=O)Nc1cccc(-c2ccnc3c2CC(C(=O)Nc2cccc(Oc4ccccc4)c2)O3)c1 (stereo unspecified)
  -5.7 | 19.5 | x | 13.8 | x | 33.1 | -0.3
O=C(c1ccc(F)cc1)N(Cc1cccs1)C1CCS(=O)(=O)C1 (stereo unspecified)
  4.9 | 11.2 | -8.8 | -6.9 | 1.2 | 1.1 | -2.1
CCOc1ccccc1CNC(=O)Cn1ccc2cc(S(=O)(=O)N3CCCC3)ccc21
  -1.9 | 1.3 | -3.4 | 5.1 | 3.7 | 19.0 | -5.1
CCNC(=S)N/N=C/c1ccc(OCC(=O)Nc2ccc(OC)cc2)c(OC)c1
  x | -2.5 | x | x | -3.4 | 15.5 | x
CC(NC(=O)COC(=O)/C=C/c1ccc([N+](=O)[O-])cc1)c1ccccc1 (stereo unspecified)
  -1.3 | 0.8 | -1.9 | 11.9 | -5.2 | 13.7 | -3.2
CCCC(=O)Nc1ccc2oc(-c3cncc(Br)c3)nc2c1
  2.8 | -62.8 | 2.8 | -131.3 | -0.3 | -133.5 | 1.9
O=C(c1ccccc1F)N1C[C@H]2[C@@H](c3ccccc31)[C@@H](CO)N2C(=O)c1ccncc1
  1.0 | 0.0 | 2.8 | 5.9 | -1.7 | 12.4 | 1.4
O=C(NCCc1ccccc1F)/C(=C/c1cccnc1)NC(=O)c1ccccc1
  -5.2 | 24.9 | 3.5 | -1.9 | x | 9.8 | 1.8
C[C@@H]1CN([C@H](C)CO)C(=O)c2cc(NC(=O)C3CC3)ccc2O[C@@H]1CN(C)C(=O)Nc1ccccc1
  -10.2 | 18.6 | -2.5 | -13.3 | -12.6 | 16.5 | -0.9
COc1ccc(NC(=O)C2(C)CCCN(C(C)C)C2)cc1F (stereo unspecified)
  -4.1 | 6.6 | -0.6 | 0.0 | x | -7.1 | -5.6

An unsorted share of the library; any-hit rate near 4.9%.
